PKM2 activator – activators of human pyruvate kinase M2 | AID 1631 | actives 0.34% (n = 260,000) | purified PKM2, Kinase-Glo ATP luminescence, activation; response scale: 0% is enzyme alone, no compound | Potency, µM (series often up to 57.5 µM), for inactives: top-dose activation, hits mostly activators | P14618; also: potency is read from the fitted curve at half-maximal effect; % is scaled to controls: 0 for no effect and ±100 for the full control effect; nearly all actives have a fitted effect of over 55% in size
Target sequence (P14618 whole entry, looked up): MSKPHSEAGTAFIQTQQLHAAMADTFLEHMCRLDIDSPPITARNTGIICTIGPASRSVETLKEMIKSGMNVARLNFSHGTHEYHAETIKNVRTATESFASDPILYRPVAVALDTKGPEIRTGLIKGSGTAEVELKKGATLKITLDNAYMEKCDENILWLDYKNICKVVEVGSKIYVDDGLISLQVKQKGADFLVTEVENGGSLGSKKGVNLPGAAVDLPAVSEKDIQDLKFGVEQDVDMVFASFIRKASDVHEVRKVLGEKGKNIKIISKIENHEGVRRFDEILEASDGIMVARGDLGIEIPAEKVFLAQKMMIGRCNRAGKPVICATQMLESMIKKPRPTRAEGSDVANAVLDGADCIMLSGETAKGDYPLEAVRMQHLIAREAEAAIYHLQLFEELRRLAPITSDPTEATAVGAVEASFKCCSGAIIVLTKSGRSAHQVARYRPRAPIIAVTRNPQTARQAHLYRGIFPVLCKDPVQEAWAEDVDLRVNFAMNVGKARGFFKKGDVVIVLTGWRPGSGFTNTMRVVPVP
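hPK-M2, >95% pure; 0.1 mM ADP / 0.5 mM PEP final; imidazole pH7.2 buffer w/ 7 mM MgCl2, 50 mM KCl; 1 h RT; Kinase-Glo lum. Intermediate enzyme activity for dual inhibitor/activator qHTS.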
Rab9 prom act – activates the Rab9 promoter; Potency, µM (doses to about 9.22 µM), for the others: at the highest dose activation, negative = inhibition, actives largely listed as activators; AID 485297; actives 2.8% (n = 320,000); Huh7 Rab9 promoter-luciferase reporter, luminescence, 24 h; also: potency is read from the fitted curve at half-maximal effect; % of control where 0% means no effect; nearly all actives have a fitted effect of over 60% in size
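Steps: seed 1500 Huh7 Rab9-luc cells per well, rest 2 h at 37 °C; add compound in DMSO; incubate 24 h; add luciferase reagent, 10 min ambient; read luminescence.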
MBNL1-CUG inh – MBNL1-poly(CUG) RNA binding inhibition; Q9NR56; actives 0.036% (n = 280,000); TR-FRET MBNL1-His/biotin-(CUG)12 binding, 665/545 ratio; AID 2675; Potency, µM (highest dose often 57.5 µM), inactives show at the highest dose activity change, negative = inhibition, usual class: inhibitors; active = well fitted inhibition curve with a large enough effect in the signal ratio, with a control signal flat, not every such curve was filed as active; inconclusive = small, poorly fitted or top-dose-only effect, or effect the other way, or a change in a side signal; inactive = no such curve, though single readings can be large or run the other way; the % refers to the signal ratio; also: potency is read from the fitted curve at half-maximal effect; % is scaled to controls: 0 for no effect and ±100 for the full control effect
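Inhibition of protein-RNA binding appears as loss of TR-FRET between terbium anti-His antibody on MBNL1-His and streptavidin-XL665 on biotin-(CUG)12. Activity is normalized to buffer-only and uninhibited-complex controls.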
Menin-MLL TR inh – menin-MLL binding inhibition, Texas Red mutant peptide. Menin + Texas Red MLL mutant peptide, fluorescence polarization. Potency, µM (series often up to 61.6 µM), without a hit: at the highest dose FP activity change, negative = inhibition, usual class: inhibitors. actives 0.23% (n = 270,000). AID 1768; active = well fitted inhibition curve with a large enough effect in the polarisation, with a control signal flat, not every such curve was filed as active; inconclusive = small, poorly fitted or top-dose-only effect, or effect the other way, or a change in a side signal; inactive = no such curve, though single readings can be large or run the other way; the % refers to the polarisation; also: potency is read from the fitted curve at half-maximal effect; % of control where 0% means no effect; many of its hits are not listed in these tables
Mito fusion act – mitochondrial division inhibition or fusion activation. S. cerevisiae fusion-defective mutant growth rescue, CellTiterGlo 48 h. Potency, µM (top dose mostly 46.1 µM), without a hit: at the top dose growth rescue (activation), usual class: activators. actives 0.23% (n = 320,000). AID 485298;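 also: potency is read from the fitted curve at half-maximal effect; % of control where 0% means no effect; nearly all actives have a fitted effect of over 45% in size; temperature-sensitive fusion mutants such as fzo1-1 at 37 °C on non-fermentable ethanol glycerol medium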
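Temperature-sensitive fusion-defective S. cerevisiae (e.g. fzo1-1, mgm1-5) were grown with compound in YPEG medium (3% ethanol, 3% glycerol) for 48 hours at 37C. Growth rescue was measured as viability by CellTiterGlo luminescence after 10 minutes at ambient.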
FLuc counter – firefly luciferase modulation, counter-screen for miR-21 project; purified FLuc, Km substrates, luminescence inhibition; Potency, µM (series often up to 57.5 µM), for the others: at the top dose activity change, negative = inhibition, hits mostly inhibitors; P08659; actives 6.9% (n = 360,000);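 also: potency is read from the fitted curve at half-maximal effect; plate controls were vehicle for no effect and reference inhibitor for full effect; nearly all actives have a fitted effect of over 55% in size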
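Purified P. pyralis luciferase (10nM final) with 10uM D-luciferin and 10uM ATP (Km levels) in 50mM Tris acetate pH 7.5, 10mM Mg acetate, 0.01% Tween-20, 0.05% BSA; qHTS 6-point titration, ~60 µM downward; luminescence read.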
RORgamma inh – blocks mouse ROR gamma transcriptional activity. Drosophila S2 Gal4-RORgamma UAS-luciferase reporter, 20 h. actives 5.4% (n = 310,000). Potency, µM (doses to about 53.6 µM), without a hit: at the top dose activity change, negative = inhibition, most hits filed as inhibitors. P51450. AID 2551; also: potency is read from the fitted curve at half-maximal effect; % is scaled to controls: 0 for no effect and ±100 for the full control effect; nearly all actives have a fitted effect of over 60% in size
Target sequence (P51450 whole entry, looked up, the tested form may be a part): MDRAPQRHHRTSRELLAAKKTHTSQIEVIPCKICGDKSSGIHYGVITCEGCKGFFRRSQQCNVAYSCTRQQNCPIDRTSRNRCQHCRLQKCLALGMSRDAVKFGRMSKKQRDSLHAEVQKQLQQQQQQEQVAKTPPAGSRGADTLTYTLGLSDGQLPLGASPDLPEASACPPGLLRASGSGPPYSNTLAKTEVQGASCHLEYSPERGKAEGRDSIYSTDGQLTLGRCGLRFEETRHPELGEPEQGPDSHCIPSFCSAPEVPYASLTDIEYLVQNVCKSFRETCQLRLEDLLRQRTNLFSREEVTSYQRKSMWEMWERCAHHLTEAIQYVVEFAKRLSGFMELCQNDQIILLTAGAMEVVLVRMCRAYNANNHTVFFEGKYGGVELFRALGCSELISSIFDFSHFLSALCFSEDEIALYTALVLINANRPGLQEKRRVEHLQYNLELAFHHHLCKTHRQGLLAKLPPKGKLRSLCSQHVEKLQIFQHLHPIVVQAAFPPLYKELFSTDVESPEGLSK
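Stable Schneider cell line, Gal4 DNA-binding domain fused to ROR gamma, UAS-luciferase. Cmpd 1 hr RT → CuSO4 700 uM final → 20 hr RT → luciferase reagent 10 min → luminescence.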
ELG1 DNA repair – inhibitors of ELG1-dependent DNA repair in HEK293T cells; actives 2.3% (n = 330,000); Potency, µM (doses to about 46.1 µM), for inactives: top-dose activity change, negative = inhibition, hits mostly inhibitors; HEK293T ELG1-luciferase reporter, luminescence, 16 h; DNA damage induced by 5-fluorouridine; AID 504467; also: potency is read from the fitted curve at half-maximal effect; % is scaled to controls: 0 for no effect and ±100 for the full control effect; nearly all actives have a fitted effect of over 55% in size
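5-Fluorouridine DNA damage + compound/DMSO, 2,000 cells/well, 16 h, 37 °C/5% CO2. ONE-Glo, 30 min RT, luminescence. Readout = decrease in reporter signal.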
NPC1 promoter act – activates the NPC1 promoter; Huh7 NPC1 promoter luciferase reporter, 24 h; Potency, µM (highest dose often 9.22 µM), without a hit: at the highest dose activation, hits mostly activators; AID 485313; actives 2.4% (n = 320,000);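 also: potency is read from the fitted curve at half-maximal effect; % of control where 0% means no effect; nearly all actives have a fitted effect of over 60% in size; reporter is driven by a mutant NPC1 promoter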
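In 1536-well qHTS, Huh7 cells harboring an NPC1 promoter–luciferase construct received compound for 24 h; activation was quantified by luminescence following luciferase reagent addition.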
KCNH2 3.1 inh – KCNH2 3.1 (human) potassium channel inhibition; U2OS KCNH2 3.1, thallium flux FluxOr; active compounds read low; activity change, % (tested at about 1.8 µM); actives 0.95% (n = 340,000); AID 720553;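 active = maximum activity change below -70%; inconclusive = maximum activity change from -70% to -50%; inactive = maximum activity change above -50%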;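 also: thallium influx rate constant from kinetic fluorescence after stimulation buffer; % is scaled to controls: 0 for no effect and ±100 for the full control effect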
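FluxOr-based Tl+ influx in U2OS cells transduced with KCNH2 3.1 virus; rate constants normalized to DMSO controls.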
VP16 counter – inhibits Gal4-VP16 luciferase reporter, ROR gamma counter-screen. Drosophila S2 Gal4-VP16 UAS-luciferase, luminescence, 20 h. AID 2546. Potency, µM (highest dose often 53.6 µM), inactives show top-dose activity, negative = inhibition, most hits filed as inhibitors. actives 3.5% (n = 310,000);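 also: Gal4-VP16 expression switched on by copper sulfate through the metallothionein promoter; potency is read from the fitted curve at half-maximal effect; % is scaled to controls: 0 for no effect and ±100 for the full control effect; nearly all actives have a fitted effect of over 50% in size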
Active calls of the source: *; ? = inconclusive; · = no result given; & = joins results of further samples; [ ] = remark or other dose. Unless noted, calls follow the shape of the dose curve; as a rule, active = well fitted curve in the direction sought with a large enough effect; inconclusive = small, poorly fitted or top-dose-only effect, or another doubt; inactive = no such curve, though single readings can be large; an effect the other way counts as inactive or inconclusive. This is a subset; count on the stated rates, not on these rows.

cpd | structure | PKM2 activator | Rab9 prom act | MBNL1-CUG inh | Menin-MLL TR inh | Mito fusion act | FLuc counter
1 | Cc1noc(C)c1S(=O)(=O)N1CCC(C(=O)O)CC1 | · | 1% | · | · | -2% | -1%
2 | CCOC(=O)CN1C(=O)N[C@H](c2ccc(Br)cc2)C(C(C)=O)=C1C | 4% | -3% | -6% | 1% | 0% | 1%
3 | CCOC(=O)N1CCN(C(=O)C2CCC(=O)N(CCCc3ccccc3)C2)CC1 (stereo unspecified) | -1% | -7% | 4% | · | 2% | 1%
4 | O=C1C=C(c2ccc(Cl)nc2)C[C@@H](c2ccc3c(c2)OCO3)C1 | · | 5% | · | · | 10% | -3%
5 | COc1ccc(C)cc1NC(=O)COC(=O)c1c(C)nn(-c2ccccc2)c1C | · | -7% | · | · | 13% | 3%
6 | COc1ccc(C(=O)NCc2nnc(SCC(=O)c3ccccc3)n2C)cc1OC | · | -4% | · | · | 5% | 3%
7 | O=C(COC(=O)c1ccc(O)cc1O)Nc1cccc2ccccc12 | · | 0% | · | · | 5% | ·
8 | CC(C)c1ccc(C(CC(=O)O)NC(=O)c2cccs2)cc1 (stereo unspecified) | -3% | -1% | -9% | 2% | 4% | -7%
9 | O=C(CN1CCCCCC1)Nc1ccccc1Oc1ccccc1 | -4% | -6% | 2% | ? | 18% | -13%
10 | CCc1ccccc1NC(=O)COc1ccc2oc(-c3ccc(OC)cc3)cc(=O)c2c1 | -20% | -5% | 93%[activator] | -3% | -1% | ?
11 | O=C(CC1CCS(=O)(=O)C1)Nc1ccc[nH]c1=O (stereo unspecified) | -17% | 8% | -5% | -28% | 5% | 10%
12 | CC(=O)Oc1ccc(N2C(=O)c3cccc4c([N+](=O)[O-])ccc(c34)C2=O)cc1 | -11% | 9% | ? | 39%[activator] | -14% | -1%
13 | CN1c2ccsc2/C(=N/Nc2ccccc2)CS1(=O)=O | 9% | ? | ? | ? | -4% | ?
14 | O=C(Nc1cccc(C2OCCCO2)c1)c1cccs1 | -7% | 10% | -9%[11.5 µM] | -1% | · | ?
15 | COc1ccc(S(=O)(=O)N2CCCOC2CNC(=O)C(=O)NCCCn2ccnc2)cc1OC (stereo unspecified) | 2% | -1% | 0% | -6% | -3% | 6%

cpd | RORgamma inh | ELG1 DNA repair | NPC1 promoter act | KCNH2 3.1 inh | VP16 counter
1 | · | 29% | -2% | -9 | ·
2 | 30% | -6% | 0% | -19 | -3%
3 | 5% | -12% | 1% | 1 | -2%
4 | · | ? | 10% | 24 | ·
5 | · | ? | 0% | -2 | ·
6 | · | 6% | -2% | -1 | ·
7 | · | -4% | 8% | -25 | ·
8 | -2% | -9% | -3% | 7 | 1%
9 | -8% | 17% | 0% | 24 | 5%[10 µM]
10 | -17% | 21% | 16% | -2 | -12%
11 | ? | 24% | -1% | -4 | 0%
12 | ? | 18µM* | -31%[inhibitor] | -4 | ?
13 | ? | ? | 20% | 20 | ?
14 | 22% | 16% | 7% | 3 | 3%
15 | 3% | -10% | -3% | -6 | -4%

(continued)
cpd | structure | PKM2 activator | Rab9 prom act | MBNL1-CUG inh | Menin-MLL TR inh | Mito fusion act | FLuc counter
16 | CCOCCCNC(=O)C(c1ccccc1)N(Cc1cccs1)C(=O)CNC(C)=O (stereo unspecified) | -1% | 2% | -35% | 1% | -1% | 0%
17 | O=C(c1noc2c1CCCC2)N1CCOCC1 | 0% | -6% | -14% | -14% | -2% | 0%
18 | Cc1ccc2c(c1)C(c1ccccc1)N(C(=O)c1ccc3c(c1)OCO3)CC(=O)N2 (stereo unspecified) | 1% | 1% | 4% | · | -1% | 4%
19 | CCn1c(SCC(=O)N(C)C)nc2cc(S(=O)(=O)N3CCOCC3)ccc21 | · | -5% | · | · | 4% | -1%
20 | COc1ccccc1NC(=O)c1cc(C(=O)Nc2ccccc2OC)cc([N+](=O)[O-])c1 | · | -3% | 0% | ? | -7% | -1%
21 | C=CCc1ccccc1OCC(O)CNC(C)C (stereo unspecified) | -2% | -2%[46.1 µM] | -25% | -10%&15%&-9%&0%&-2% | -21%&0% | -2%
22 | C=CCn1c(SC(C)C(N)=O)nc2sc(CC)cc2c1=O (stereo unspecified) | 3% | -3% | -1% | -5% | 3% | 4%
23 | CC(C)(C)c1ccccc1NC(=O)c1cccnc1 | -1% | 1% | -1% | 6% | 0% | 1%
24 | Oc1cccc(/C=N/Nc2ccc(Cl)nn2)c1O | · | -10% | 10% | 38%[activator] | -16% | 8.5µM*
25 | Cc1csc(SCC(=O)Nc2ccccc2C)n1 | · | ? | · | · | -2% | 6%
26 | Cc1ccccc1OCCSc1nnc(-c2ccncc2)n1C | 2% | 0% | 2% | · | 0% | -1%
27 | Cc1cc(S(=O)(=O)N2CCN=C2c2ccccc2)c(Cl)cc1Cl | 5% | 0% | -3%[11.5 µM] | 10% | -9% | -1%
28 | CC1(NC(=O)Cc2csc(-c3cccc(Cl)c3)n2)CCS(=O)(=O)C1 (stereo unspecified) | · | -4% | · | · | -5% | 2%
29 | CCOC(=O)C1(CCOc2ccccc2)CCN(Cc2ccc(OC)c(COC)c2)CC1 | 0% | -37%[inhibitor] | -5% | -9% | 12% | -12%
30 | Cc1cc(NC(=O)Nc2cc(C)nn2-c2ccccc2)n(-c2ccccc2)n1 | -2% | 4% | -14% | 3% | 0% | 0%

cpd | RORgamma inh | ELG1 DNA repair | NPC1 promoter act | KCNH2 3.1 inh | VP16 counter
16 | -5% | 26% | -3% | -3 | -10%
17 | 0% | 5% | 1% | 3 | -2%
18 | 13% | -12% | -2% | -15 | 2%
19 | · | 22% | -7% | -3 | ·
20 | 23% | -5% | -2% | 6 | ?
21 | 4% | -11% | 2%[46.1 µM] | 13 | -1%&-9%&-7%&4%
22 | -3% | 6% | 0% | -18 | 0%
23 | 3% | -2% | -3% | 10 | 22%
24 | 1.4µM* | ? | -29% | -2 | 2.8µM*
25 | · | 13% | -1% | 14 | ·
26 | 18% | 4% | 6% | 4 | 8%
27 | 16% | -7% | -3% | 10 | -7%
28 | · | 33% | -6% | -19 | ·
29 | ? | ? | -24% | ? | -10%
30 | -5% | -3% | 0% | 5 | -12%

Other compounds.
cpd | structure | PKM2 activator | Rab9 prom act | MBNL1-CUG inh | Menin-MLL TR inh | Mito fusion act | FLuc counter
31 | S=C(NCCN1CCOCC1)N/N=C/c1ccccc1 | 5% | 0% | 9% | -9% | -7% | 5%
32 | O=C(COc1ncnc2ccccc12)Nc1ccc(Cl)c([N+](=O)[O-])c1 | -3% | 0% | ? | 16% | 1% | 2%
33 | CC1=NN(c2ccc(Cl)cc2)C(=O)/C1=C\c1cccn1-c1ccc(S(N)(=O)=O)cc1 | -1% | 4% | 6% | ? | -14% | -19%
34 | Cc1cccc(OCc2nnc(SCC(=O)Nc3cccc(C(=O)N4CCOCC4)c3)n2C)c1C | 3% | 6% | -6%[11.5 µM] | -23% | · | 0%
35 | COc1ccc(C(=O)Nc2nc(C)cc(C)n2)cc1 | 17% | 1% | 4% | ? | -6% | 1%

cpd | RORgamma inh | ELG1 DNA repair | NPC1 promoter act | KCNH2 3.1 inh | VP16 counter
31 | 13µM* | 0% | -3% | -8 | ?
32 | ? | 20% | -1% | · | 6%
33 | ? | -17% | -5% | 8 | ?
34 | ? | ? | -2% | 1 | ?
35 | 34% | -3% | -6% | -1 | 5%

Screening data from PubChem.
